High-throughput results: PubChem BioAssay, several laboratories
hgDAF12 agonist = H. glycines DAF-12 receptor agonists, primary screen, cell-based, luminescence, HEK293, GAL4 fusion, UAS-luciferase | activation, % at 6.8 µM | hit rate 1.8% among 370,000 | HEK293 GAL4-hgDAF12 UAS-luciferase reporter, agonist luminescence; normalized to butyrate control | Nuclear hormone receptor DAF-12 (Heterodera glycines), GAL4 fusion | AID 687014, 2013;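 active = activation above a cutoff set at the mean of all screened compounds plus 3 SD, cut at about 10% in these data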;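 note: 0% = DMSO wells and 100% = sodium butyrate wells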
hcDAF-12 act = H. contortus DAF-12 nuclear receptor activators, primary screen, cell-based, luminescence, HEK293, lit1-tk-luc reporter; activation, % at 6.8 µM; HEK293 hcDAF-12 lit1-tk-luc reporter; 0% DMSO, 100% Δ7-dafachronic acid; hit rate 1.4% among 370,000;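 active = activation above the mean of all tested compounds plus 3 SD, cut at about 5.5% in these data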;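 note: 100% = response to 3 µM Δ7-dafachronic acid high control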
DAX1 inh-1 = DAX1 (NR0B1) inhibitors on StAR promoter, primary screen, cell-based, luminescence, SF-1 (NR5A1), full-length DAX-1. HEK293T StAR-luciferase reporter, SF-1/DAX-1 repression relief. inhibition, % at 6.8 µM. hit rate 1.1% among 370,000. AID 652010, 2013;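 active = inhibition above the mean over all tested compounds plus 3 SD, cut at about 3.6% in these data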;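 note: 0% = DAX-1 cells with DMSO and 100% = cells lacking DAX-1 with DMSO; higher inhibition means more luminescence from relief of DAX-1 repression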
PLCg1 inh = PLC-gamma1 enzyme inhibitors, primary screen, biochemical, fluorescence, purified enzyme; 1-phosphatidylinositol 4,5-bisphosphate phosphodiesterase gamma-1 (Homo sapiens), P19174; fluorogenic substrate; inhibition, % at 12.2 µM; hit rate 0.84% among 370,000; AID 720700, 2013; in the data active = inhibition above about 9.5%
Rev-erbA mod = modulators of Rev-erb alpha DNA binding, primary screen, biochemical, FITC-DNA, fluorescence polarization, uHTS. Nuclear receptor subfamily 1 group D member 1 (Homo sapiens), P20393. Rev-erbα–FITC-DNA binding, 90 min. activity, % at 10 µM. hit rate 0.79% among 370,000;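 active = activity above about 14%, limit read from the data; passing the limit was not always enough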;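 note: 0% = DMSO wells with 35 nM protein and 100% = DMSO wells with 750 nM protein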
ssDAF12 agonist = S. stercoralis DAF-12 nuclear receptor activators, primary screen, cell-based, luminescence, HEK293, GRIP1 co-expression, lit1-tk-luc | hit rate 1% among 370,000 | activation, % at 6.8 µM | Nuclear hormone receptor DAF-12 (Strongyloides stercoralis) | HEK293 ssDAF-12/GRIP1 lit1-tk-luc reporter; % of 3 µM dafachronic acid response | AID 652126, 2013;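 active = activation above the mean over all tested compounds plus 3 SD, cut at about 0.9% in these data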;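 note: 0% = DMSO-only wells and 100% = 3 µM delta7-dafachronic acid wells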
ADAM17 inh = ADAM17 inhibitors, primary screen, biochemical, QFRET; Disintegrin and metalloproteinase domain-containing protein 17 (Homo sapiens), P78536; recombinant ADAM17, EDANS/DABCYL FRET peptide cleavage; inhibition, % at 6.95 µM; hit rate 0.83% among 370,000; AID 720648, 2013;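 active = inhibition above the mean of compounds lying between control limits plus 3 SD, set per campaign, cut at about 8.5% in these data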;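 note: 0% = DMSO-only wells as the low control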
Target sequence (P78536 215-824 limits assumed): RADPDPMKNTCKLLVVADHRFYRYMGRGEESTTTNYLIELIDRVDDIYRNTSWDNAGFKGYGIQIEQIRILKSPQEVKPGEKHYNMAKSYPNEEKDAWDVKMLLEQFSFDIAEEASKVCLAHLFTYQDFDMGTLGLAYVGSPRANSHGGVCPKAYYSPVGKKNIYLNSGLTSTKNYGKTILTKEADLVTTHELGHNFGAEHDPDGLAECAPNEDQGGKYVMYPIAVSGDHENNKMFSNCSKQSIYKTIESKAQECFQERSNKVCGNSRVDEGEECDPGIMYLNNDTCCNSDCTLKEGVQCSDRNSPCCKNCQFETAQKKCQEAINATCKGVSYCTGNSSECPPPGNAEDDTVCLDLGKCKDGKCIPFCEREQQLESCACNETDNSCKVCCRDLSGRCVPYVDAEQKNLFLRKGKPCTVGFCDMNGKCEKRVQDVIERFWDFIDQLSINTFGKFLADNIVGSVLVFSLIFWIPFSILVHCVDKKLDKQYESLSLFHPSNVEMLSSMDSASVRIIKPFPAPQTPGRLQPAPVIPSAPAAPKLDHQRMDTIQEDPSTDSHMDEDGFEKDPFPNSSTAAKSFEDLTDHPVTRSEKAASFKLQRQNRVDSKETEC
DAX1 inh-2 = DAX1 (NR0B1) inhibitors, primary screen, cell-based, HEK293, Gal4-DAX1, luciferase luminescence; Nuclear receptor subfamily 0 group B member 1 (Homo sapiens), P51843; HEK293 Gal4-DAX1 luciferase reporter; inhibition, % at 6.75 µM; hit rate 0.99% among 340,000; AID 504766, 2011;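 active = inhibition above the mean over all tested compounds plus 3 SD, cut at about 4.2% in these data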;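 note: 0% = DAX1-transfected cells with DMSO and 100% = empty-vector control cells with DMSO; inhibition shows as a rise in luminescence from relieved DAX1 repression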
PLCb3 inh = human PLC-beta3 inhibitors, primary screen, biochemical, fluorescence; inhibition, % at 12.2 µM; AID 720704, 2013; hit rate 0.18% among 370,000; 1-phosphatidylinositol 4,5-bisphosphate phosphodiesterase beta-3 (Homo sapiens), Q01970; Purified PLC-beta3, fluorogenic substrate; in the data active = inhibition above about 11%;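 note: 0% = median of compound wells on plate and 100% = full blocker control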
SMARCA2 act = SMARCA2 (BRM) function activators, primary screen, cell-based, luminescence, high throughput; activation, % at 9.1 µM; hit rate 1% among 370,000; MG213 cells, MMTV-luciferase reporter, dexamethasone, overnight; AID 652017, 2013; in the data active = activation above about 7.8%;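 note: 0% = vehicle wells and 100% = reference activator wells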
MBD2 DNA inh = inhibitors of MBD2 binding to methylated DNA, primary screen, biochemical, TR-FRET, DNA-binding domain, human | Methyl-CpG-binding domain protein 2 (Homo sapiens), Q9UBB5 | MBD2 binding to methylated oligonucleotide | inhibition, % at 4.4 µM | hit rate 0.31% among 370,000; in the data active = inhibition above about 13%
Target sequence (Q9UBB5 whole entry, looked up, the tested form may be a part): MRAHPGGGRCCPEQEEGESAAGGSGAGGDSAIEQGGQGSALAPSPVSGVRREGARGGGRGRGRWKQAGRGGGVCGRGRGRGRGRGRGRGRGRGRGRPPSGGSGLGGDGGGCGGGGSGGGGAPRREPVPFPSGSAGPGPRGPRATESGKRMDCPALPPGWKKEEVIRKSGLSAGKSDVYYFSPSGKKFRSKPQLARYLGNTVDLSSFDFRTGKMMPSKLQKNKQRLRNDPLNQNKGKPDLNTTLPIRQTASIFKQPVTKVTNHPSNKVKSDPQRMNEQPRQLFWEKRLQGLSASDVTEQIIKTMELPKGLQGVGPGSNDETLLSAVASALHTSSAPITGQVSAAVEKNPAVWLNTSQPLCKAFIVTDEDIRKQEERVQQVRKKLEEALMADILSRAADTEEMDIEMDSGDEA
The depositor's hits bear a star; i = inactive; . = no result given.

SMILES	hgDAF12 agonist	hcDAF-12 act	DAX1 inh-1	PLCg1 inh	Rev-erbA mod	ssDAF12 agonist	ADAM17 inh	DAX1 inh-2	PLCb3 inh	SMARCA2 act	MBD2 DNA inh
O=C(NCCCN1CCN(Cc2ccccc2)CC1)C1CCN(c2nnc(-n3cccc3)s2)CC1	2.1	-3.0	-1.4	1	1	-1.8	2	-2.7	0	0	-1
CCOc1ccc(C2C3=C(CCCC3=O)Nc3ccc4ncccc4c32)cc1 (stereo not drawn)	-2.2	-1.3	-0.3	-41	-3	-1.0	-14	2.3	-66	4	-6
COc1cccc2c(=O)n(CC(=O)NC3CCCCC3)ccc12	-0.3	-2.3	-0.7	0	-10	-1.0	-9	-0.2	-1	0	7
CCS(=O)(=O)n1c(Cc2cccs2)nc2ccccc21	4.2	2.5	-0.6	-5	-3	-1.2	-1	-0.4	-5	1	-1
CCNc1nc(NC(C)(C)C)nc(N(CC)n2cnnc2)n1	-1.8	-0.9	0.9	1	-1	-0.2	-1	-1.4	2	-1	0
CNC[C@H]1Oc2c(NS(=O)(=O)c3ccc(OC)cc3)cccc2C(=O)N([C@H](C)CO)C[C@@H]1C	0.2	-1.6	0.6	-3	0	-0.3	-5	1.3	0	-1	-2
CCCSc1nnc(NC(=O)c2sc3nc(-c4cccs4)ccc3c2N)s1	3.4	3.7	1.3	-129	2	0.9	-119	0.2	-149	-3	1
COc1ccc(CCN(C)C2CCCN(S(C)(=O)=O)C2)cc1OC (stereo not drawn)	-0.3	2.6	-0.7	5	0	-0.5	1	0.8	-3	0	1
CCCCNc1nc2cccnc2s1	4.7	0.1	0.4	2	0	-0.9	-2	6.3*	-5	-1	4
CC1(C(=O)NS(=O)(=O)c2ccc3c(c2)CCO3)CCN1C(=O)c1ccccc1CCc1ccccc1 (stereo not drawn)	-2.1	-0.2	-0.8	-4	1	-1.4	-2	.	-2	2	3
Cc1cc(NC(=O)/C=C/c2ccc(Cl)cc2)no1	7.0	1.2	1.4	-2	0	-1.4	0	1.3	-2	3	-4
CSc1ccc(S(=O)(=O)NCC(=O)OCC(=O)NCC2CCCO2)cc1[N+](=O)[O-] (stereo not drawn)	0.6	0.7	2.0	-1	-1	-1.1	-1	0.5	-4	-1	-3
COc1cc(-c2nc(CN3CCCCC3CCNC(C)=O)c(C)o2)ccc1F (stereo not drawn)	-1.9	0.2	0.0	5	-6	-1.6	0	0.1	-2	3	-1
Cc1ccc(S(=O)(=O)N(C)c2ccc(C(=O)Nc3ccccc3C(=O)N3CCOCC3)cc2)cc1	-0.7	-0.2	-1.0	-2	11	-1.3	-2	-0.6	-3	-2	4
Cc1cc2c(cc1S(=O)(=O)N1CCN(c3cccc(C)c3C)CC1)OCCN2C	-0.7	-1.6	-1.1	-3	-7	-1.7	6	-0.3	-4	-3	-3
CCc1cccc2c(C(=O)CSc3nncn3C)c[nH]c12	2.9	1.7	0.9	2	1	0.4	0	0.6	2	3	0
O=C(CN1C(=O)NC2(CCCCCCC2)C1=O)NCc1ccccc1Cl	-1.4	-1.6	-0.5	1	-1	-0.5	-2	1.1	-1	-1	2
CCN1C(=O)/C(=C\N2CCN(C(=O)c3ccco3)CC2)SC1=S	-0.4	-0.7	0.1	1	-3	-1.6	-2	3.0	-3	0	2
O=C(Nc1ccc(Cl)c(S(=O)(=O)N2CCCC2)c1)c1nn(CCO)c(=O)c2ccccc12	-3.5	-1.6	-3.6	3	0	-1.6	3	-1.9	-12	-1	1
C=C(C)Cn1c(CCn2c3ccccc3c3ccccc32)n[nH]c1=S	0.3	-0.8	-0.3	4	1	-0.9	1	0.3	-9	-3	5
O=[N+]([O-])c1cccc(CN2CCN(Cc3ccco3)CC2)c1	3.2	-0.7	-0.2	4	2	-1.6	0	3.0	-2	3	2
Oc1c(C(Nc2ccccn2)c2ccccn2)ccc2cccnc12 (stereo not drawn)	-6.5	-3.1	-1.6	-19	0	-1.6	4	-2.7	-25	-3	-1
COc1ccccc1-c1cn(CC[C@@H]2CC[C@H](NC(=O)C3CCC3)[C@@H](CO)O2)nn1	0.3	0.7	-1.3	5	2	-0.5	-6	.	-2	-4	6
COC(=O)C1=C(C)NC(C)=C(C(=O)OC)C1C(=O)OCC(=O)N1CCCCC1C (stereo not drawn)	-1.1	-0.4	0.2	-41	3	-0.8	-27	-0.6	-62	1	2
CCN(CC)NC(=O)Nc1ccccc1	0.3	-1.1	0.1	2	-6	-1.5	-3	.	6	2	-1
Cc1ccc(S(=O)(=O)N2CCN(c3ccc(N4CCOCC4)nn3)CC2)cc1[N+](=O)[O-]	-0.6	0.3	0.6	1	-7	-1.1	-4	0.1	-5	-2	-1
CC12CCC(=O)N1C(C(=O)NCc1ccccc1Cl)CS2 (stereo not drawn)	0.7	-2.1	-0.2	4	0	-0.8	-5	-0.8	-2	0	3
O=C(CSc1nnc(-c2ccccc2)n1-c1ccccc1)N1c2ccccc2Sc2ccccc21	-0.1	-0.6	-0.8	5	5	-1.7	-1	0.6	2	3	0
CC(C)NS(=O)(=O)c1ccc2c3c(cccc13)CC2	-1.6	-1.5	-0.9	-2	-3	-0.4	-20	-0.3	-6	0	0
NNC(=O)CNS(=O)(=O)c1ccc([N+](=O)[O-])cc1	-5.9	-2.5	-0.6	4	3	-1.7	1	-0.9	3	-2	0
CCN(Cc1ccccc1)C(=O)C1C2C=CC3(CN(Cc4ccccc4)C(=O)C13)O2 (stereo not drawn)	3.1	-0.5	0.9	3	-1	-0.9	1	.	0	8	0
COC(c1ccccc1)c1nnc(CCC(=O)NCc2cccc(-n3cccn3)c2)o1 (stereo not drawn)	2.0	1.2	0.4	0	0	-1.4	-1	-0.4	-2	2	0
COc1cccc(NC(=O)CSc2nnnn2C2CCCC2)c1	2.4	-1.3	0.1	0	-2	-1.3	-2	1.6	-2	-2	-4
C=C1N(c2cccc(Cl)c2)C(=O)OC1(C)C	0.9	-1.6	-2.4	1	1	-1.9	-4	1.5	-6	-3	2
Cc1cc(N2CCC(N(C)C3CCCC3)CC2)nc2cc(O)ccc12	5.2	-0.3	0.5	i	-3	-1.4	-282	0.2	i	0	6
COc1ccc2nc(C)cc(SCC(=O)OC(C)C)c2c1	3.0	-1.0	-0.2	-2	-3	-1.6	2	0.9	2	4	3
CCN(CC)C(=O)C1CCCN(c2ncnc3c2cnn3-c2ccc(Cl)cc2)C1 (stereo not drawn)	-16	-7.7	-4.8	-3	1	-2.8	-1	-2.8	1	-7	-3
O=C(Nc1ccc2c(c1)nc1n2CCSC1)c1ccco1	10.0	2.0	3.2	-140	-28	0.3	-7	-2.3	-177	1	5
Cc1sc2ncnc(SCC(=O)NCC3CCCO3)c2c1C (stereo not drawn)	3.4	-1.2	1.1	0	-5	-1.0	-3	0.3	-9	0	-8
c1cncc(-c2nn3c(Cn4cnc5ccccc54)nnc3s2)c1	-2.7	2.1	1.1	1	-8	-1.5	-4	0.7	0	2	1
COc1nc(Nc2ccc(O)cc2)nc(OC(C(F)(F)F)C(F)(F)F)n1	-1.3	-3.4	-0.9	-1	4	-1.5	2	-0.7	4	-2	-3
O=C(CCC(=O)N1CCCCCC1)NCc1ccc(F)cc1	1.5	-2.8	0.2	4	0	-0.6	-2	3.8	-4	0	-1
CCC1CCCCN1C(=O)CSc1nnc(-c2cccs2)o1 (stereo not drawn)	9.5	3.2	2.1	-2	-1	1.0*	-2	1.1	-3	8.0*	3
O=C(NCCc1ccc(Cl)cc1)C1CCN(S(=O)(=O)c2cccs2)CC1	-0.8	-0.8	-0.7	-1	0	-1.5	-3	-0.9	3	-2	6
Cc1[nH]c2ccccc2c1C(=O)CSc1ccccn1	1.7	-0.2	-0.7	0	-2	-2.0	2	3.3	-2	-1	-2
O=C(COC(=O)Cc1ccccc1F)Nc1cccc(S(=O)(=O)NC2=NCCCCC2)c1	-1.3	-1.5	1.2	-1	-2	-1.3	1	-0.7	3	-3	-1
COc1ccc(S(=O)(=O)Nc2ccc3c(c2)C(=O)N([C@H](C)CO)C[C@H](C)[C@@H](CN(C)C(=O)Nc2ccc4c(c2)OCO4)O3)cc1	1.4	-0.1	0.0	-22	-3	-1.0	-1	-0.2	-21	0	-3
Cc1cc(C)c2[nH]c(=O)c(CN(Cc3cccs3)C(=S)NCC3CCCO3)cc2c1 (stereo not drawn)	-1.9	-0.6	-0.2	-2	2	-1.5	1	2.1	3	-1	1
Cc1cc(S(=O)(=O)NC(C)C)ccc1OCC(=O)Nc1ccc2c(c1)OCCO2	-4.3	-1.9	-1.4	1	-2	-1.6	-1	-0.8	0	-4	3
Cc1ncc([N+](=O)[O-])n1S(=O)(=O)c1cc(Cl)ccc1Cl	1.2	-1.2	0.4	-1	1	-0.5	2	-1.4	-4	-2	1
Additional results follow.
SMILES	hgDAF12 agonist	hcDAF-12 act	DAX1 inh-1	PLCg1 inh	Rev-erbA mod	ssDAF12 agonist	ADAM17 inh	DAX1 inh-2	PLCb3 inh	SMARCA2 act	MBD2 DNA inh
CCOc1ccc(S(=O)(=O)c2ccc(C)cc2)c2c1no[n+]2[O-]	-1.3	-2.2	-1.8	2	1	-1.1	11*	-1.6	-2	-6	-1
CCOc1ccc(CCNC(=O)c2cccnc2N2CCCC2)cc1OCC	0.0	-0.9	-0.2	-5	9	-0.7	-3	-1.5	0	0	5
O=S(=O)(Nc1ccc(N2CCCCC2)cc1)c1ccccc1	3.0	0.6	0.3	-1	3	-0.5	2	-1.1	2	0	-6
COc1cccc(NC(=O)c2cccc(C(=O)Nc3cccc(OC)c3)c2)c1	0.2	-0.5	-0.2	2	6	-0.9	-2	-1.0	-3	-2	-2

A second format for part of the listing above.
SMILES | hgDAF12 agonist | hcDAF-12 act | DAX1 inh-1 | PLCg1 inh | Rev-erbA mod | ssDAF12 agonist | ADAM17 inh | DAX1 inh-2 | PLCb3 inh | SMARCA2 act | MBD2 DNA inh
O=S(=O)(Nc1ccc(N2CCCCC2)cc1)c1ccccc1 | 3.0 | 0.6 | 0.3 | -1 | 3 | -0.5 | 2 | -1.1 | 2 | 0 | -6
COc1cccc(NC(=O)c2cccc(C(=O)Nc3cccc(OC)c3)c2)c1 | 0.2 | -0.5 | -0.2 | 2 | 6 | -0.9 | -2 | -1.0 | -3 | -2 | -2
CCOc1ccc(CCNC(=O)c2cccnc2N2CCCC2)cc1OCC | 0.0 | -0.9 | -0.2 | -5 | 9 | -0.7 | -3 | -1.5 | 0 | 0 | 5
